aSyn rescue: qHTS of alpha-syn Inhibitors. Yeast expressing alpha-synuclein, growth rescue, BacTiter-Glo, 24 h. Potency, µM (doses to about 46.1 µM), without a hit: at the top dose growth rescue (activation), most hits filed as activators. 370,000 tested, 0.14% active. AID 652106, 2013; note: potency is the fitted concentration of half-maximal effect; % of control where 0% means no effect; nearly all actives have a fitted effect of over 65% in size
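Rescue of yeast growth: cells expressing toxic alpha-synuclein, induced in galactose at OD600 0.02, incubated with compound 24 h at 30 C. ATP luminescence quantified growth; inhibitors of toxicity appear as activators.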
PLK1 PBD inh: qHTS for Inhibitors of PLK1-PDB (polo-like kinase 1 - polo-box domain): Primary Screen; 360,000 tested, 2.8% active; Potency, µM, for inactives: max response, negative = inhibition, actives largely listed as inhibitors; Plk1 PBD binding of FITC phosphopeptide, fluorescence polarization; Serine/threonine-protein kinase PLK1 (Homo sapiens), P53350; note: potency is the fitted concentration of half-maximal effect; series mostly up to about 57 µM; % is set by controls: 0 for no effect and ±100 for the full control effect; nearly all actives have a fitted effect of over 65% in size
PI5P4K alpha inh: qHTS for Inhibitors of phosphatidylinositol 5-phosphate 4-kinase (PI5P4K); 330,000 tested, 1.2% active; max response, %; PI5P4Kalpha enzyme, ADP-Glo luminescence, 60 min; active compounds read low; Phosphatidylinositol 5-phosphate 4-kinase type-2 alpha (Homo sapiens), P48426; AID 652105, 2013; active = max response of -50% or lower; inconclusive = between -30% and -50%; inactive = -30% or higher; note: value at the top dose of about 77 µM; % is set by controls: 0 for no effect and ±100 for the full control effect
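Human PI5P4Kalpha with substrate in 0.038 M HEPES pH 7.4, 0.28 mM EGTA, 0.1% CHAPS, 5% DMSO; reaction started with 5 microM ATP (final), 60 min at room temperature. ADP formed read by ADP-Glo luminescence.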
Abeta yeast res: qHTS for compounds that reverse cellular toxicity of Amyloid beta (A-beta) peptide in yeast: Primary Screen; yeast expressing A-beta42, growth rescue, OD600, 48 h; response scale: 0% DMSO, 100% iron-clioquinol control; Potency, µM (doses to about 46.1 µM), for inactives: at the highest dose growth rescue, actives largely listed as activators; 410,000 tested, 0.063% active; AID 1347071, 2019; note: potency is the fitted concentration of half-maximal effect; nearly all actives have a fitted effect of over 55% in size
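Growth rescue measured by 600 nm absorbance after 48 h yeast culture at 30 C with compound. Values normalized between DMSO and an equimolar ferric chloride plus clioquinol control.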
EPAC1 antagonist: qHTS for Antagonist of cAMP-regulated guanine nucleotide exchange factor 3 (EPAC1): primary screen. 360,000 tested, 0.14% active. Rap guanine nucleotide exchange factor 3 (Homo sapiens), O95398. Potency, µM (doses to about 115 µM), without a hit: top-dose activity change, negative = inhibition, most hits filed as inhibitors. EPAC1 GEF assay, Rap1b-BODIPY-GDP exchange fluorescence;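 note: potency is the fitted concentration of half-maximal effect; plate controls were vehicle for no effect and positive control for full effect; nearly all actives have a fitted effect of over 50% in size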
IL-2 act: qHTS of IL-2 Activators; IL-2 activation reporter assay, cell-based qHTS; stimulated with anti-CD3/CD4/CD28 beads; in transgenic mouse T cells; activation, % (series mostly up to about 46 µM); 360,000 tested, 0.065% active; in the data active = activation above about 50%; inconclusive = mostly about 30% to 49%; note: 0% is about no effect
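Unstimulated transgenic mouse T cells, 750 per well, received compound and, after 60 minutes, anti-CD3/anti-CD4 bead plus anti-CD28 stimulation. EGFP and DsRed were quantified after 18 hours.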
WRN helicase inh: qHTS for Inhibitors of WRN Helicase; AID 651768, 2012; Potency, µM (titrated, usually from 114 µM), inactives show at the top dose activity change, negative = inhibition, actives largely listed as inhibitors; WRN helicase unwinding, fluorescent forked duplex, kinetic; Bifunctional 3'-5' exonuclease/ATP-dependent helicase WRN (Homo sapiens), Q14191; 360,000 tested, 0.46% active; note: potency is the fitted concentration of half-maximal effect; % is set by controls: 0 for no effect and ±100 for the full control effect; nearly all actives have a fitted effect of over 55% in size
Target sequence (Q14191 whole entry, looked up): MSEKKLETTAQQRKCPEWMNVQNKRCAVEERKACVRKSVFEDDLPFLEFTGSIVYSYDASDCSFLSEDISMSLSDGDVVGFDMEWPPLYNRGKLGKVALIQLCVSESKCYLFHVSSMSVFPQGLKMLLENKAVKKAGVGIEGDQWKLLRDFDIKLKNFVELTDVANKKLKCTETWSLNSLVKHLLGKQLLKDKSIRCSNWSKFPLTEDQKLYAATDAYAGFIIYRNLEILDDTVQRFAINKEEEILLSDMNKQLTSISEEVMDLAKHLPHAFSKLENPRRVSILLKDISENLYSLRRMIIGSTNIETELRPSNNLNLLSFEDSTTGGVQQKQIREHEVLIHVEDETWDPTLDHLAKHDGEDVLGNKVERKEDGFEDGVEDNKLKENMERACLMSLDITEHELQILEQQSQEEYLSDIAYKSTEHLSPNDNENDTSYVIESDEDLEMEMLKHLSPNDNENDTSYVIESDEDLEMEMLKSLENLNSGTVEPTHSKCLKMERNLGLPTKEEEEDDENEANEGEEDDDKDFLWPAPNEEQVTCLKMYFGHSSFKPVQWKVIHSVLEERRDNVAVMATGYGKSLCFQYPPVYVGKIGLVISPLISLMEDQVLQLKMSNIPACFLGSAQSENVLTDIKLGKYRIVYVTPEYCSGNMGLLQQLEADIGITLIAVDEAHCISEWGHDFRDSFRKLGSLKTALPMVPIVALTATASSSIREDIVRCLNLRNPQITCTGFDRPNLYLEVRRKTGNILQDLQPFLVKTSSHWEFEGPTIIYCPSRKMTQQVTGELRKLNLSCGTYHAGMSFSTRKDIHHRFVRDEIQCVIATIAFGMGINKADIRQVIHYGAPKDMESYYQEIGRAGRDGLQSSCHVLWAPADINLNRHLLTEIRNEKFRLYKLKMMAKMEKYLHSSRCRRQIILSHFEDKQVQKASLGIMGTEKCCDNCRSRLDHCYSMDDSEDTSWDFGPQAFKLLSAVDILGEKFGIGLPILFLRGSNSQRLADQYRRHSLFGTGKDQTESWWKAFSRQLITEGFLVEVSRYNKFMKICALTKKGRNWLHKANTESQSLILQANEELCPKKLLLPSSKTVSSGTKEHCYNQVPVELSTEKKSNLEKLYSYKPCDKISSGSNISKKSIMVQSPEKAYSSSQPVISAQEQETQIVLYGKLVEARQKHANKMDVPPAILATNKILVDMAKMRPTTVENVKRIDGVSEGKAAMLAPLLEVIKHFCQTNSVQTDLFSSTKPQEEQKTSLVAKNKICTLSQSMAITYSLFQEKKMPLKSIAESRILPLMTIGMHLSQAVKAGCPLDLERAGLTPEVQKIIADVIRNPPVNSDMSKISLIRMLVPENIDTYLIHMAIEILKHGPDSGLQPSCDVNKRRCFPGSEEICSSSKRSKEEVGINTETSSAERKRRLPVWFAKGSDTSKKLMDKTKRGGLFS
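Screening of the MLSMR collection measured strand separation of a quenched forked DNA duplex (100 nM) by 20 nM WRN with 2 mM ATP, all final. Compounds were preincubated with enzyme 15 min at room temperature.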
FUS yeast rescue: qHTS for Suppressors of FUS Proteinopathy: Primary screen using FUS-linked yeast assay; S. cerevisiae FUS-expressing, growth rescue, OD600, 24 h; Potency, µM (titrated, usually from 76.6 µM), for inactives: at the top dose growth rescue (activation), actives largely listed as activators; 390,000 tested, 0.24% active; AID 1347120, 2019;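 note: potency is the fitted concentration of half-maximal effect; plate controls were DMSO vehicle for no effect and reference control for full effect; nearly all actives have a fitted effect of over 55% in size; some results filed as inactive show a strong effect at the top dose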
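FUS-expressing yeast, raffinose-pregrown, induced in 2% galactose minimal medium at OD 0.005; compounds in a dilution series, 24hr at 30C. Growth restoration read as absorbance at 600 nm. CP55940 positive control, DMSO negative.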
EPAC1 ag: qHTS for Agonist of cAMP-regulated guanine nucleotide exchange factor 3 (EPAC1): primary screen; EPAC1 agonist qHTS, biochemical assay; response scale: 100% = response to 6.5 mM cAMP; Potency, µM (top dose mostly 154 µM), without a hit: at the highest dose activation, actives largely listed as activators; 360,000 tested, 0.073% active; note: potency is the fitted concentration of half-maximal effect; nearly all actives have a fitted effect of over 60% in size
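Compounds were pinned as a concentration titration into mixtures of EPAC1 (100 nM), BODIPY-GDP-loaded Rap1B (250 nM) and GDP (50 uM). After 5 min at room temperature, fluorescence was followed for 30 min; activity was scaled to 6.5 mM cAMP.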
* marks the source's active call; other numbers are inactive results; ? = inconclusive; . = no result given; & = joins results of further samples; [ ] = remark or other dose. Unless noted, calls come from the whole dose curve; as a rule, active = well fitted curve in the direction sought with a large enough effect; inconclusive = small, poorly fitted or top-dose-only effect, or another doubt; inactive = no such curve, though single readings can be large; an effect the other way counts as inactive or inconclusive. Compounds as they come; any-hit rate near 4.1%.

mol,EPAC1 antagonist,EPAC1 ag,aSyn rescue,PI5P4K alpha inh,FUS yeast rescue,WRN helicase inh,Abeta yeast res,IL-2 act,PLK1 PBD inh
CCn1cc(Cl)c(C(=O)Nc2ccc(OC)c(OC)c2)n1,-7%,1%,6%,-1,4%,-9%,-2%,-1.5,-11%
O=C(Oc1ccccc1[N+](=O)[O-])c1cccnc1,?,-4%,17%,2,.,1%[11.6 µM],-13%,-2.2,?
CCN1CCN(S(=O)(=O)c2cc(C(=O)O)ccc2Cl)CC1,-9%,4%,5%,0,11%,-1%,9%,0.0,-4%
Cc1sc2nc(CN3CCCCC3)nc(Cl)c2c1C,19%,7%,-1%,-2,10%,-13%[57.1 µM],5%,0.7,-15%
CCCCNC(=O)Nc1ccc(C2SCCS2)cc1,16%,-1%,4%,-2,-14%,-10%,5%,-3.3,2%
CC(=O)Nc1ccc(NC(=O)C2CC(=O)N(c3ccccc3Cl)C2)cc1 (stereo not drawn),-12%,3%,0%,7,6%,-13%[57.1 µM],3%,-1.7,0%
NC(=O)NC(=O)COC(=O)c1sc2ccccc2c1Cl,6%,-10%,8%,-20,-12%,6%,5%,-5.1,13µM*
O=C(O)CCc1ccc(S(=O)(=O)N2CCOCC2)cc1,-16%,0%,0%,5,-9%,-9%,21%,0.7,-10%
Brc1ccc(Nc2ncnc3[nH]ncc23)cc1,?,8%,-4%,.,21%,6%,2%,-0.7,-1%
Cc1ccc(Nc2cc(=O)[nH]c(=O)[nH]2)c(C)c1,-1%,-11%,-3%,-1,.,-27%,-10%,-5.0,-6%
COc1ccc(NC(=O)CSc2nnnn2C2CCCC2)cc1,-19%,-18%,-3%,0,-12%,-1%,3%,-0.4,-2%
CCOc1ccccc1C(=O)NCC(=O)NCC(C)(C)N1CCOCC1,17%,7%,3%,0,-27%,0%,8%,1.1,-6%
O=C(NC1CC1)C1=C[C@H](c2c[nH]c3ccccc23)C[C@H](OCc2ccc(CO)cc2)O1,-3%,-10%,-2%,-17,20%,3%,2%,0.2,-8%
O=C(c1ccco1)N1CCN(C(=O)C2CC(c3ccc(Cl)c(Cl)c3)=NO2)CC1 (stereo not drawn),-3%,3%,4%,5,.,-1%,-2%,-0.1,-17%
O=[N+]([O-])c1ccc(NN=CC2CCCCCC2)c([N+](=O)[O-])c1,3%,23%,-3%,-1,-15%,3%,-3%,-0.4,-12%
Nc1cc(=O)[nH]c(SCC(=O)Nc2cccnc2Cl)n1,-12%,-2%,1%,8,17%,8%,-15%,-0.7,-3%
Cc1nc(C)c(-c2nnc(-c3ccccc3Cl)o2)cc1C(=O)NN,4%,14%,1%,-1,16%,1%,8%,-1.3,-10%
Nc1ccc(NC(=O)NC2CCCCC2)cc1,-4%,0%,0%,5,34%,-22%,-9%,-1.0,-4%
CCCS(=O)(=O)NC(=O)C1(C)CCN(C(=O)c2cc(C)n(C(C)(C)C)n2)C1 (stereo not drawn),-16%,-1%,1%,-8,0%,-5%,-2%,0.7,-2%
O=C1CC(SCCc2nc3ccccc3[nH]2)C(=O)N1c1ccc(F)c(Cl)c1 (stereo not drawn),-3%,-5%,1%,3,21%,-7%,14%,-0.2,-23%
COc1ccc(CNC(=O)/C=C/c2ccc(OCCCF)cc2)cc1OC,-8%,-1%,1%,-6,-11%,-24%,5%,-0.3,2%
COc1ccccc1-n1c(SCC(=O)N2CCCCC2)nc2cccnc21,-7%,0%,5%,1,12%,-4%,-2%,-1.4,-7%
O=C(NCc1ccncc1)c1nnc(Cc2c(F)cccc2Cl)o1,20%,-4%,-14%,.,14%,-8%,5%,-0.1,1%
Cc1ccc(S(=O)(=O)N2CCCCC2CCNC(=O)C(=O)NCc2ccccc2C)cc1 (stereo not drawn),-4%,10%,11%,16,?,-5%,-3%,-2.0,-10%
CN(NC(=O)Nc1ccc(Cl)cc1)c1c(Cl)c(Cl)nn1C,-7%,14%,-16%,2,-1%,-7%,0%,1.2,-9%

Next structures.
mol,EPAC1 antagonist,EPAC1 ag,aSyn rescue,PI5P4K alpha inh,FUS yeast rescue,WRN helicase inh,Abeta yeast res,IL-2 act,PLK1 PBD inh
Cc1ccc(NC(=O)CSc2nc3ncc(Cl)cc3[nH]2)c(C)c1,13%,4%,-4%,0,-21%,12%,14%,-1.8,?
CCCCN=c1sc(C(=O)OC)cc(=O)n1CCCC,-8%,0%,0%,.,4%,-8%,6%,1.1,-9%
O=C(C(=O)c1cccnc1)c1cccnc1,-16%,6%,1%,1,-5%,9%,?,0.5,2%
CN(C)/C=C/C(=O)c1ccncc1,1%,0%,22%,3,16%,8%,2%,-0.1,-3%
COc1ccc(CCNC(=O)c2nnc(Cc3ccc(Cl)cc3)o2)cc1OC,-15%,-14%,-11%,-4,-18%&-3%,-7%,-6%&-17%,-2.5,2%
COc1ccc2cc(S(=O)(=O)N3CCCC3)ccc2c1,4%,7%,7%,0,16%,-2%,-6%,-0.2,-6%
CCOc1ccc(-n2cnc3sc(C)c(C)c3c2=O)cc1,-1%,-6%,1%,1,-16%,6%,2%,-1.5,-4%
CCOC(=O)C(C(=O)Nc1ccccc1C)C1CCCCC1 (stereo not drawn),3%,1%,0%,.,-7%,-4%,2%,-0.7,-5%
O=c1c2ccccc2nnn1CSc1ccc2ccccc2n1,3%,10%,?,-1,.,-2%,15%,-0.5,-2%
CC(NC(=O)c1ccco1)C1CCCO1 (stereo not drawn),16%,12%,-2%,.,11%,15%,-9%,-3.3,-6%
CCn1cc(CNC(=O)C2CCC(=O)N(C3CCCCCC3)C2)cn1 (stereo not drawn),-20%,?,-6%,2,11%,-3%,-7%,0.7,-6%
CNc1ncnc2c1ncn2[C@H]1CN(Cc2ccc(OC)cc2)C[C@@H](CO)O1,6%,2%,-6%,-3,-19%,1%,7%,0.8,-5%
O=C(Nc1ccncc1)c1ccc2c(c1)OCCO2,0%,13%,-1%,2,-3%,1%,15%,-0.6,0%
COc1ccc(OC)c(C2C(C(=O)Nc3nc4ccccc4s3)=C(C)NC3=C2C(=O)CCC3)c1 (stereo not drawn),-2%,4%,0%,-4,15%,-10%,14%,-0.8,-3%
CCc1ccc(-c2cc(C)no2)cc1S(=O)(=O)N1CCN(c2ccccc2)CC1,-27%,-8%,16%,-2,8%,-2%,10%,-4.8,-17%
Fc1ccc(OCc2nc(-c3cccs3)no2)cc1,6%,2%,-2%,2,10%,-6%,9%,0.2,6%
Cc1ccc(/C=C(\NC(=O)c2ccccc2)C(=O)NCCc2ccccn2)o1,-3%,5%,-1%,0,.,-8%,-11%,2.2,4%
CCOC(=O)C1CCN(C(=O)COC(=O)CNC(=O)c2sc3ccccc3c2Cl)CC1,-11%,7%,9%,-2,2%,3%,-13%,0.6,-16%
O=C(CN1CCN(Cc2ccccc2)CC1)Nc1ccc(Cl)cn1,4%,6%,2%,-4,0%,4%,-18%,-2.0,-6%
Cn1nc(CC(=O)NC2CCCCCCCCCCC2)c2ccccc2c1=O,20%,-1%,-5%,-1,25%,-5%,5%,-4.7,-23%
CC(=O)c1cccc(NC(=O)CC2Oc3ccc(C)cc3NC2=O)c1 (stereo not drawn),-6%,-2%,2%,-1,4%,-10%,18%,-1.0,-5%
O=C(Oc1ccc2c(=O)c(Oc3ccc4ccccc4c3)coc2c1)c1cncc(Br)c1,14%,7%,-3%,-20,4%,-5%,-7%,-0.5,-8%
COC(=O)c1ccc(S(N)(=O)=O)o1,-2%,9%,-11%,-5,-17%,-17%,7%,-0.5,-9%
Cc1ccc(S(=O)(=O)N2CCC(=O)N(CCOC(=O)Nc3ccc(C)c(C)c3)CC2)cc1,-5%,-18%,-3%,-7,?,-4%,6%,-0.4,-4%
COc1ccc2cc(C(c3nnnn3C3CCCC3)N3CCOCC3)c3nnnn3c2c1 (stereo not drawn),-13%,-4%,3%,1,21%,-3%,-6%,-0.6,-2%

Complete entries from above. Order of values: EPAC1 antagonist	EPAC1 ag	aSyn rescue	PI5P4K alpha inh	FUS yeast rescue	WRN helicase inh	Abeta yeast res	IL-2 act	PLK1 PBD inh
Entry for CN(C)/C=C/C(=O)c1ccncc1 : 1%	0%	22%	3	16%	8%	2%	-0.1	-3%
Entry for CC(NC(=O)c1ccco1)C1CCCO1 (stereo not drawn) : 16%	12%	-2%	.	11%	15%	-9%	-3.3	-6%

Additional entries.
mol,EPAC1 antagonist,EPAC1 ag,aSyn rescue,PI5P4K alpha inh,FUS yeast rescue,WRN helicase inh,Abeta yeast res,IL-2 act,PLK1 PBD inh
Cc1cccc(C)c1NC(=O)CS(=O)CC(=O)NCC1OCCc2ccccc21 (stereo not drawn),-3%,11%,-7%,2,-25%,3%,-11%,0.1,-12%
COc1ccc(NC(=O)c2csc(Cc3ccccc3)n2)cc1,-3%,15%,2%,2,14%,-16%,-26%,0.3,-3%
CCOc1ccc(CN2CCC(n3nccc3NC(=O)C3CC3)CC2)cc1CO,2%,13%,2%,-4,2%,-4%,-2%,-2.6,-12%
O=C(CCC(=O)Nc1ccccc1)NNC(=O)CCc1ccccc1,10%,6%,16%,-2,1%,-8%,3%,0.9,-9%
Cc1ccsc1/C=N/NC(=O)CO,0%,-5%,-3%,3,-14%,0%,-15%,1.4,-4%
Cc1ccc2c(c1)CCCN2C(=O)c1ccc2c(c1)OCO2,-15%,10%,10%,.,10%,-2%,-2%,-0.1,3%
